# NPYLR7 ag: activates Aedes aegypti NPYLR7 receptor | HEK293T NPYLR7/Galpha15, GCaMP6s calcium fluorescence | activation, % at 10 µM | hit rate 0.15% among 270,000 | AID 1259423; in the data active = activation above about 40%;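 also: 0% = vehicle and 100% = reference agonist at the receptor; some compounds past the cut are filed as inactive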
# hcGAS lum: human cGAS inhibition. recombinant h-cGAS, ATP depletion, Kinase-Glo luminescence. inhibition, % at 12.5 µM. hit rate 0.081% among 290,000;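 also: 0% = vehicle reaction and 100% = reaction without DNA for no activity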
# Target sequence (Q8N884 whole entry, looked up): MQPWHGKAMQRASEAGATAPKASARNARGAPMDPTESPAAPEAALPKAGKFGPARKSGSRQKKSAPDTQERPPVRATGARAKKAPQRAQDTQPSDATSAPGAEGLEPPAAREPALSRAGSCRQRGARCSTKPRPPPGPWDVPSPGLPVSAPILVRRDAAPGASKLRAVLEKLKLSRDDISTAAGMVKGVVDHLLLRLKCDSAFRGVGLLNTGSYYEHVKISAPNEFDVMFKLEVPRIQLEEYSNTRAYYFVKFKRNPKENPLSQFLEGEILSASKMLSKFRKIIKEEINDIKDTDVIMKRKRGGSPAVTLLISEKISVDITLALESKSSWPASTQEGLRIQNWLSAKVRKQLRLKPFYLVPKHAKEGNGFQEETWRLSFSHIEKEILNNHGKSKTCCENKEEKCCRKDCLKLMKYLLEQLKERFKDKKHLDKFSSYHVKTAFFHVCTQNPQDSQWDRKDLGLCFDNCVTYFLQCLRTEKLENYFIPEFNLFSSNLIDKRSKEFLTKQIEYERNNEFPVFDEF
# mcGAS inh: inhibitors of mouse cGAS; AID 1259399; hit rate 0.15% among 160,000; inhibition, % at 12.5 µM; recombinant cGAS, Kinase-Glo ATP depletion luminescence; Q8C6L5;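 also: 0% = negative control wells and 100% = reference inhibitor with no enzyme activity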
# Numbers without * were called inactive; · = not tested or not shown; & = joins results of further samples. Rule as the data show it, unless noted: active = inhibition above about 40%; inactive = the rest.
(1) CCOC(=O)c1csc(CN(CCOC)C(=O)Nc2cc(OC)cc(OC)c2)n1
(2) CCCc1nc(N2CCCN(C(=O)C3CCCO3)CC2)c2cnn(C)c2n1 (stereo not given)
(3) COC(=O)c1ccccc1-c1n[nH]c(CC(C)C)n1
(4) CN1CN=C(SCc2cccc(Br)c2)NC1
(5) Cc1ccc(C)c(Cn2c(=O)c3c(nc4n(C(C)C)c(C)cn34)n(C)c2=O)c1
(6) CCc1ccc(C(=O)N2CCC(CC(=O)NC)CC2)cc1
(7) Cc1ccc(C)c(NC(=O)CSc2nc3[nH]ncc3c(=O)[nH]2)c1
(8) CCN(CC)C(=O)c1ccc(Cl)c(NC(=O)c2ccc(C)[nH]c2=O)c1
(9) CC(C)(C)c1ccnc(N[C@H]2CO[C@H]3[C@@H]2OC[C@H]3OC(=O)NCc2ccccc2)n1
(10) COc1ccc(/C=C2\C=C(c3ccccc3)N(c3ccc(C)cc3C)C2=O)cc1Br
screen / no. | 1 | 2 | 3 | 4 | 5 | 6 | 7 | 8 | 9 | 10
NPYLR7 ag | -3 | 1 | 9 | 11&8 | 9 | 0 | -1 | 11 | -6 | 12
hcGAS lum | 3 | -4 | -6 | -1&-9 | -5 | -6 | -4 | -4 | 0 | -6
mcGAS inh | 2 | -16 | -15 | -9 | -10 | · | · | · | -3 | -7

(11) Cc1c(C)n2c3c(=O)[nH]c(=O)n(C)c3nc2n1C1CC(C)CC(C)(C)C1 (stereo not given)
(12) CCOC(=O)c1c(NC(=O)CSc2nnc3ccccn23)sc(C)c1C
(13) OCCC1CN(Cc2cccnc2)CCN1CC1CCCCC1 (stereo not given)
(14) CC(=O)NCCCCCC(=O)Nc1cccc(Cl)c1F
(15) O=c1c2cnc3nc(-c4ccncc4)nn3c2ccn1C1CCCCC1
(16) O=C(Cn1c(=O)n(-c2ccccc2F)c(=O)c2ccccc21)NCc1cccc(C(F)(F)F)c1
(17) O=C(O)c1cc2c(ccc3ccccc32)oc1=O
(18) CC(NC(=O)c1cc(NC(=O)Nc2ccccc2Br)ccc1N1CCCCC1)c1ccccc1 (stereo not given)
(19) O=C(Nc1cccc(NC(=O)N2CCC(CCO)C2)c1)c1ccoc1 (stereo not given)
(20) CCOc1ccc2nc(N3CCCC3C(=O)NCCc3ccc(OC)cc3OC)nc(C)c2c1 (stereo not given)
screen / no. | 11 | 12 | 13 | 14 | 15 | 16 | 17 | 18 | 19 | 20
NPYLR7 ag | 9 | -2 | -6 | -1 | 5 | 17 | -6 | -2 | -2 | 22
hcGAS lum | -3 | -4 | -2 | -10 | -11 | -11 | 16 | -2 | 0 | -7
mcGAS inh | -2 | 0 | · | · | · | -6 | 42* | -5 | -3 | -12

(21) CSc1ccc(-c2cccnc2)nn1
(22) COCCCN(CC(=O)N(CCc1ccccc1)Cc1ccc(C)o1)C(=O)c1ccc(F)cc1
(23) Cc1nonc1CC(=O)N1CCCC(CCC(=O)N2CCN(c3ccccn3)CC2)C1 (stereo not given)
(24) COc1cccc2c1CCN(Cc1cccc(C)c1)C2=O
(25) CC(C)c1ccc2cc(C(=O)NCC3CCN(C)C3)[nH]c2c1 (stereo not given)
(26) CCCC(=O)N1CC2(CCC)CN(C(=O)CCC)CC(CCC)(C1)C2=O
(27) COc1ccc(NC(=O)c2cncc(C)c2)c(NC(=O)C(C)C)c1
(28) CC(C)C(=O)Nn1cnc2c(cnn2C(C)(C)C)c1=O
(29) COC(=O)c1[nH]nc2c1C(CCSC)CC(=O)N2 (stereo not given)
(30) O=C(CC(c1ccc2c(c1)OCO2)c1c[nH]c2ccccc12)NCCc1ccc(Cl)cc1Cl (stereo not given)
screen / no. | 21 | 22 | 23 | 24 | 25 | 26 | 27 | 28 | 29 | 30
NPYLR7 ag | 8 | -1 | 21 | -2 | 3 | 6 | 20 | 4 | · | 1
hcGAS lum | -8 | -2 | -9 | -6 | -3 | 0 | -4 | -11 | -8 | -3
mcGAS inh | -11 | -3 | · | · | -14 | · | · | · | -10 | -5

(31) COc1ccc(C(=O)Nn2cnc3c(cnn3-c3ccccc3)c2=O)cc1OC
(32) NC1(C(=O)O)CCCC1
(33) Cc1cc2cc(CNC(=O)NC3CC(=O)N(c4ccc(C)c(C)c4)C3)ccc2[nH]1 (stereo not given)
(34) CCN(Cc1ccncc1)C(=O)c1c2n(c(C)cc1=O)-c1ccccc1SC(c1cccs1)C2 (stereo not given)
(35) COc1ccc(CCc2nnc(CCC(=O)NC(C)c3ccc(Cl)cc3)o2)cc1 (stereo not given)
(36) Cc1ccnc(SCC(=O)NCCCOc2cccc([N+](=O)[O-])c2)n1
(37) O=C(CCC1CCN(C(=O)C2CC=CCC2)CC1)N1CCN(c2ccccc2)CC1 (stereo not given)
(38) COc1cc2c(cc1CN1CCC3(CC1)CNC(=O)C3)OCCO2
(39) CC1CCCCC1N=C1NC(C)(C)CS1 (stereo not given)
(40) CCOC(=O)C1CCCN(c2cc(Oc3ccc(C)cc3OC)ncn2)C1 (stereo not given)
screen / no. | 31 | 32 | 33 | 34 | 35 | 36 | 37 | 38 | 39 | 40
NPYLR7 ag | 2 | · | 12 | 28 | -2 | 19 | 1 | 0 | -5 | ·
hcGAS lum | -17 | -5 | -2 | -7 | -4 | -3 | -3 | -6 | -1 | -1
mcGAS inh | · | -5 | -3 | -9 | · | -3 | · | -9 | · | -7

(41) CC(O)c1ccccc1NC(=O)C(C)N1CCN(c2ccccn2)CC1 (stereo not given)
(42) C#CCN1CCC(C(=O)NCC(C)(C)NC(C)c2ccccc2)CC1 (stereo not given)
(43) Cc1ccc(NC(=O)C2(C)CCN2Cc2ccccc2OC(F)F)cc1 (stereo not given)
(44) CCCOc1ccc(-c2c(=O)n(OCc3ccccc3Br)c3ccccc3[n+]2[O-])cc1
(45) CNc1cnn(C2CCCCC2)c(=O)c1Cl
(46) COc1cc(C(=O)NCCc2cc3c(C)ccc(C)c3[nH]c2=O)cc(OC)c1OC
(47) CN(C)c1nc2c(c(NCC3(COc4ccccc4)CC3)n1)CCNC2
(48) O=C(NCCN1CCCCC1)c1ccc(CSc2nc(Cl)cc(N3CCCC3)n2)cc1
(49) Cn1c(C(F)(F)F)nn(CN2CCN(c3cccc(C(F)(F)F)c3)CC2)c1=S
(50) Cc1ccsc1C(=O)N1CCC(N2CCC(C(=O)NCc3ccccn3)CC2)CC1
screen / no. | 41 | 42 | 43 | 44 | 45 | 46 | 47 | 48 | 49 | 50
NPYLR7 ag | 3 | -6 | 8 | 0 | 11 | 1 | -2 | 5 | 5 | 8&1
hcGAS lum | -14 | 4 | -12 | -4 | -7 | 4 | -1 | -6 | -7 | -8&-3
mcGAS inh | · | · | · | · | · | -1 | · | -4 | -9 | ·

(51) O=C(NCCc1ccc(Cl)cc1Cl)c1csc(CSc2nnc(-c3cccnc3)n2-c2ccccc2F)n1
(52) CC(C(=O)NC(=O)NC12CC3CC(CC(C3)C1)C2)N1CCCC1c1cccs1 (stereo not given)
(53) CC(Oc1ccc(Cl)cc1Cl)C(=O)NCCn1nc(-c2cccs2)ccc1=O (stereo not given)
(54) CN(C)c1ccc(C2NCC(COc3ccccc3C#N)O2)cc1 (stereo not given)
(55) O=C(C1CCCOC1)N1CCc2c(F)ccc(F)c2C1 (stereo not given)
(56) CS(=O)(=O)c1nc(-c2ccc(F)cc2)cc(C(F)(F)F)n1
(57) Cc1nc2sc(C)c(C)n2c(=O)c1NC(=O)COc1ccc(Cl)cc1
(58) CCN(CC(=O)NC(CC(C)C)C(=O)N(C)C)c1ccccc1 (stereo not given)
(59) O=C(c1ccc(=O)[nH]n1)N1CCN(S(=O)(=O)c2ccc(Br)s2)CC1
(60) CC(C)(C)c1cnc(C(=O)NCC(O)CN2CCCC2)o1 (stereo not given)
screen / no. | 51 | 52 | 53 | 54 | 55 | 56 | 57 | 58 | 59 | 60
NPYLR7 ag | 13 | 0 | 2 | -6&1 | -5 | 3 | 19 | 0 | 2 | 6
hcGAS lum | -3 | -9 | 1 | 2&-4 | -7 | 1 | -9 | -13 | -1 | -5
mcGAS inh | -4 | -12 | -8 | -1 | 2 | · | · | · | -2 | ·

# Filtered by structure, those above containing an aryl methoxy group (10)
(1) CCOC(=O)c1csc(CN(CCOC)C(=O)Nc2cc(OC)cc(OC)c2)n1
(10) COc1ccc(/C=C2\C=C(c3ccccc3)N(c3ccc(C)cc3C)C2=O)cc1Br
(20) CCOc1ccc2nc(N3CCCC3C(=O)NCCc3ccc(OC)cc3OC)nc(C)c2c1 (stereo not given)
(24) COc1cccc2c1CCN(Cc1cccc(C)c1)C2=O
(27) COc1ccc(NC(=O)c2cncc(C)c2)c(NC(=O)C(C)C)c1
(31) COc1ccc(C(=O)Nn2cnc3c(cnn3-c3ccccc3)c2=O)cc1OC
(35) COc1ccc(CCc2nnc(CCC(=O)NC(C)c3ccc(Cl)cc3)o2)cc1 (stereo not given)
(38) COc1cc2c(cc1CN1CCC3(CC1)CNC(=O)C3)OCCO2
(40) CCOC(=O)C1CCCN(c2cc(Oc3ccc(C)cc3OC)ncn2)C1 (stereo not given)
(46) COc1cc(C(=O)NCCc2cc3c(C)ccc(C)c3[nH]c2=O)cc(OC)c1OC
screen / no. | 1 | 10 | 20 | 24 | 27 | 31 | 35 | 38 | 40 | 46
NPYLR7 ag | -3 | 12 | 22 | -2 | 20 | 2 | -2 | 0 | · | 1
hcGAS lum | 3 | -6 | -7 | -6 | -4 | -17 | -4 | -6 | -1 | 4
mcGAS inh | 2 | -7 | -12 | · | · | · | · | -9 | -7 | -1

# Following part
(61) CCOC(=O)C1(Cc2ccccc2)CCN(Cc2nccn2-c2cccc(C)c2)CC1
(62) Cc1n[nH]c(C)c1CN(C)C(=O)CC(c1cccc(O)c1)c1ccccc1Cl (stereo not given)
(63) COc1ccc(C(=O)C2CCCN(Cc3nc(-c4ccc(F)cc4)cs3)C2)c(OC)c1 (stereo not given)
(64) O=c1[nH]nc(CCn2cccn2)n1CC1CCCCC1
(65) CN(C)c1nc(-c2ccccc2)cc(-c2ccccc2)c1C#N
(66) CCOC(=O)c1cn[nH]c1S(=O)(=O)Nc1ccccc1OCC
(67) O=C(c1ccccc1)C1CCN(C(=O)C2CCN(S(=O)(=O)c3ccc(F)cc3)CC2)CC1
(68) COc1cccc(CO[C@]2(C(=O)NCCN3CCOCC3)CC(OCc3cccc(F)c3F)[C@@H]3OC(C)(C)O[C@@H]3C2)c1 (stereo not given in full)
(69) Cc1cccc(C2CC(=O)CC(=O)C2)c1
(70) NC(=O)c1ccsc1NC(=O)CSc1nnc(Cc2cccs2)n1C1CC1
screen / no. | 61 | 62 | 63 | 64 | 65 | 66 | 67 | 68 | 69 | 70
NPYLR7 ag | 3 | 8 | 4&-1 | 6 | 8 | 3 | 1 | -9 | 6 | 5
hcGAS lum | 4 | -9 | -9&-5 | -2 | 2 | -4 | 0 | -3 | -14 | -7
mcGAS inh | -5 | · | -5 | -19 | -3 | -6 | -4 | -4 | · | ·

(71) CC1Oc2ccccc2OC1C(=O)Nc1ccc(N(C)C)nc1 (stereo not given)
(72) COc1ccc(Oc2nc3c(C)cccn3c(=O)c2/C=C(\C#N)c2nc3ccccc3s2)cc1
(73) C=C(C)COc1ccccc1C(=O)N[C@H]1C[C@H]2C(=O)NCC(=O)N2C1
(74) CC(C)SCC(=O)N1CCc2c(nc(-c3ccccc3)nc2N(C)C)C1
(75) Cc1ccccc1-c1cn[nH]c1C1CCN(C(=O)c2n[nH]c3c2CCC3)CC1
(76) CSc1ccc(COc2coc(CN3CCN(C(=O)c4c(Cl)cccc4Cl)CC3)cc2=O)cc1
(77) O=C(CN1C(=O)c2ccccc2C1=O)Nc1ccc(F)cc1
(78) COc1cc(C2Oc3ccccc3C=C2[N+](=O)[O-])ccc1OCc1ccccc1 (stereo not given)
(79) COc1ccc(CCN(Cc2ccc(C)o2)C(=O)CN(CCN2CCCC2)S(=O)(=O)c2ccc(C)cc2)cc1OC
(80) CCOC(=O)c1cc(-c2cccc(OC)c2)n(-c2ccc(C(=O)NCCc3cccs3)cc2)n1
(81) O=C(c1ccc(Cl)cc1)c1c(O)cc(-c2ccc(Cl)cc2)oc1=O
(82) CN(Cc1ccc2nsnc2c1)Cc1cnn2cccnc12
screen / no. | 71 | 72 | 73 | 74 | 75 | 76 | 77 | 78 | 79 | 80 | 81 | 82
NPYLR7 ag | 0 | 21 | -4 | 6 | 1 | 24 | -9 | -3 | -5 | 5 | 8 | 11
hcGAS lum | 1 | -10 | -5 | -6 | -4 | -11 | -3 | 1 | -2 | -6 | -3 | 0
mcGAS inh | · | -5 | -13 | · | -11 | -6 | -3 | -1 | 1 | -7 | · | -7

# Compound activity from PubChem BioAssay.
